Screening data deposited in PubChem BioAssay by National Center for Advancing Translational Sciences (NCATS).
TCR act = activates T cell receptor signaling. primary human leukocytes, anti-CD3, IL-2 HTRF, 48 h. Potency, µM (titrated, usually from 9.22 µM), for the others: at the highest dose activation of IL-2 secretion, most hits filed as activators. 330,000 tested, under 10 active. AID 504894; note: % of control where 0% means no effect
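IL-2 produced over 48 hr by a-CD3 bead-stimulated primary human leukocytes exposed to compounds was detected with a homogeneous time-resolved FRET immunoassay, 665nm acceptor signal after 320nm excitation.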
TSG101-PTAP inh = blocks PTAP/TSG101 interaction to inhibit HIV-1 budding; Fluorescence polarization, FITC-PTAP peptide / Tsg101 binding; Potency, µM (titrated, usually from 115 µM), for the others: top-dose activity change, negative = inhibition, most hits filed as inhibitors; AID 493005; 340,000 tested, under 10 active; active = well fitted inhibition curve with a large enough effect in the main read-out, with a control signal flat, not every such curve was filed as active; inconclusive = small, poorly fitted or top-dose-only effect, or effect the other way, or a change in a side signal; inactive = no such curve, though single readings can be large or run the other way; note: potency is the fitted concentration of half-maximal effect; % of control where 0% means no effect
Target sequence (Q99816 whole entry, looked up): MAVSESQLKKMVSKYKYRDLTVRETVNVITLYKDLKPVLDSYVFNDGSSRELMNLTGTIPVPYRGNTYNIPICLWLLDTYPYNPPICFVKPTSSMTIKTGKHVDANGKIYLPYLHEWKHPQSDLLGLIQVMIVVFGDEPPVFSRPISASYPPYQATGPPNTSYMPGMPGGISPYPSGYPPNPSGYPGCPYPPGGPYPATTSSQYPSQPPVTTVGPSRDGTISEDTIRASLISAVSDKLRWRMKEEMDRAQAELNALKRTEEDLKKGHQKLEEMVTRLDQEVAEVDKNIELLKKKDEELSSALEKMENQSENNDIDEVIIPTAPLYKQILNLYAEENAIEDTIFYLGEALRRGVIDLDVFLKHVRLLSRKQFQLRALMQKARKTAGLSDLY
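FP read-out: FITC-PTAP peptide, 50 nM final, binding Tsg101 binding domain, 10 uM final; 20 min, r.t.; 10 mM HEPES pH 7.5, 0.15 M NaCl, 0.01% Tween 20, 3 mM EDTA, 0.1 mM TCEP.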
MLL CXXC-DNA inh = blocks binding of human MLL CXXC domain to DNA. actives 0.037% (n = 290,000). Potency, µM (doses to about 115 µM), without a hit: at the top dose activity change, negative = inhibition, actives largely listed as inhibitors. MLL-CXXC / FITC-HOXA9 DNA fluorescence polarization; active = well fitted inhibition curve with a large enough effect in the polarisation, with a control signal flat, not every such curve was filed as active; inconclusive = small, poorly fitted or top-dose-only effect, or effect the other way, or a change in a side signal; inactive = no such curve, though single readings can be large or run the other way; the % refers to the polarisation; note: potency is the fitted concentration of half-maximal effect
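Fluorescence polarization: 7 uM MLL-CXXC (stock) preincubated 5 min with compounds, then 50 nM fluorescein-HOX-A9 DNA (stock) added; 30 min ambient. Buffer 50 mM Tris-HCl pH 7.5, 50 mM NaCl, 1 mM DTT, 0.05% BSA.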
ASM inhibitor = blocks human secretory acid sphingomyelinase; P17405; placental ASM, HMU-PC fluorogenic substrate, 60 min; Potency, µM (titrated, usually from 57.5 µM), inactives show top-dose activity change, negative = inhibition, most hits filed as inhibitors; actives 0.006% (n = 340,000); note: potency is the fitted concentration of half-maximal effect
Target sequence (P17405 47-631 limits assumed): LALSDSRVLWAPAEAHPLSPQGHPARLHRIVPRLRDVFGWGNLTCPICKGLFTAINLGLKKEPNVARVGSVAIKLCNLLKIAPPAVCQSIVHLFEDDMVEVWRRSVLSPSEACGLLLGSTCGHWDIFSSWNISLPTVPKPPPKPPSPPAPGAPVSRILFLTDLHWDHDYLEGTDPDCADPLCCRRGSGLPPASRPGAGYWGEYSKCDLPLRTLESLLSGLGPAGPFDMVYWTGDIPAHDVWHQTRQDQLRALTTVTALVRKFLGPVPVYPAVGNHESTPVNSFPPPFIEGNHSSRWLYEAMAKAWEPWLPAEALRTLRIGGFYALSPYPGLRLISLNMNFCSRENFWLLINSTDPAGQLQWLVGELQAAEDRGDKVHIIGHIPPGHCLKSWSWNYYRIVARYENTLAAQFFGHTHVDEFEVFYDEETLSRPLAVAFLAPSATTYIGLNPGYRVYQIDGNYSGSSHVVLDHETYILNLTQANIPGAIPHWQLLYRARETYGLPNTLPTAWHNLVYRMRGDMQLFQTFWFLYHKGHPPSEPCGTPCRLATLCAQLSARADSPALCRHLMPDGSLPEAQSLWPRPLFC
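Steps: dispense placental human ASM, pin compound, wait 10 min at room temperature, add HMU-PC0 substrate at 9 uM final, incubate 60 min at 37 °C, add stop solution raising pH to 10, read fluorescence.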
Integrin act MD = activates integrin-mediated alleviation for muscular dystrophy; alpha7betagal myoblasts, beta-gal FDG fluorescence, 48 h; Potency, µM (titrated, usually from 38.3 µM), for the others: at the highest dose activation, actives largely listed as activators; actives 0.064% (n = 350,000);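 note: potency is the fitted concentration of half-maximal effect; 100% = response of the positive control SU9516; nearly all actives have a fitted effect of over 60% in size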
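alpha7betagal+/- myoblasts (passage 13, 250/well) treated 48 h at 37C with compounds at 1:260 dilution of DMSO stock. Lysed, then beta-galactosidase activity read as FDG fluorescence (ex 480/em 540) after 30 min, with pre-read for autofluorescence.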
TSHR antag = blocks TSH signaling through the human TSH receptor | P16473 | TSHR-expressing cells, TSH-stimulated cAMP HTRF, 2 h; hits give low values | activity change, negative = inhibition, % at 11.5 µM | actives 0.2% (n = 330,000);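 active = activity change below a set negative limit, meaning inhibition stronger than a set level, cut at about -70% in these data; inconclusive = activity change between two set negative limits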; note: % is set by controls: 0 for no effect and ±100 for the full control effect
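TSHR-expressing cells were treated with compounds, then stimulated with TSH at EC80 (4nM final) for 2 hours at 37 deg C. Cellular cAMP was measured by HTRF competition between lysate cAMP and cAMP-d2 for a cryptate-labelled anti-cAMP antibody.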
A-T KAP1 phos = potential ataxia-telangiectasia treatments restoring KAP-1 phosphorylation. […] A-T fibroblasts, KAP-1 phosphorylation AlphaLISA; neocarzinostatin DNA damage 30 min before lysis. Potency, µM (series often up to 57.5 µM), for inactives: at the top dose activation, actives largely listed as activators. actives 0.19% (n = 320,000). AID 485349; note: potency is the fitted concentration of half-maximal effect; % of control where 0% means no effect; nearly all actives have a fitted effect of over 45% in size
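hTERT-immortalized A-T patient fibroblasts ([…]), 500 cells/well in OPTI-MEM, 1% FBS, got compounds for 60 min, then NCS for 30 min at 37C. Lysates were then assayed for phospho-KAP-1 by AlphaLISA (anti-pKAP1 donor, anti-KAP1 acceptor beads), 6 hr at 25C.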
Mito fusion act = blocks mitochondrial division or promotes mitochondrial fusion. Potency, µM (doses to about 46.1 µM), for inactives: top-dose growth rescue (activation), hits mostly activators. AID 485298. S. cerevisiae fusion-defective mutant growth rescue, CellTiterGlo 48 h. actives 0.23% (n = 320,000);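 note: potency is the fitted concentration of half-maximal effect; % of control where 0% means no effect; nearly all actives have a fitted effect of over 45% in size; temperature-sensitive fusion mutants such as fzo1-1 at 37 °C on non-fermentable ethanol glycerol medium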
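Read-out: ATP-based luminescence (CellTiterGlo, 10 min ambient) reporting growth of fusion-defective ts yeast after 48 hours at 37C on glycerol/ethanol YPEG medium in the presence of compound.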
Menin MLL FP TR = menin-MLL binding inhibition, Texas Red mutant peptide. Potency, µM (doses to about 61.6 µM), for the others: at the highest dose FP activity change, negative = inhibition, usual class: inhibitors. Menin + Texas Red MLL mutant peptide, fluorescence polarization. actives 0.23% (n = 270,000); active = well fitted inhibition curve with a large enough effect in the polarisation, with a control signal flat, not every such curve was filed as active; inconclusive = small, poorly fitted or top-dose-only effect, or effect the other way, or a change in a side signal; inactive = no such curve, though single readings can be large or run the other way; the % refers to the polarisation; note: potency is the fitted concentration of half-maximal effect; % of control where 0% means no effect; many of its hits are not listed in these tables
MBNL1 CUG block = inhibitors of human MBNL1 binding to CUG repeat RNA; Q9NR56; TR-FRET MBNL1-His/biotin-(CUG)12 binding, 665/545 ratio; Potency, µM (highest dose often 57.5 µM), for the others: top-dose activity change, negative = inhibition, actives largely listed as inhibitors; actives 0.036% (n = 280,000); active = well fitted inhibition curve with a large enough effect in the signal ratio, with a control signal flat, not every such curve was filed as active; inconclusive = small, poorly fitted or top-dose-only effect, or effect the other way, or a change in a side signal; inactive = no such curve, though single readings can be large or run the other way; the % refers to the signal ratio; note: potency is the fitted concentration of half-maximal effect; % is set by controls: 0 for no effect and ±100 for the full control effect
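Compound titration spanned 92 nM–58 uM against the MBNL1-His/biotin-(CUG)12 complex. After 60 min at room temperature with 5 nM streptavidin-XL665 and 0.055 ng/ul terbium anti-His, ratiometric 665/545 nm emission (Ex 340 nm) normalized to controls.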
Active calls of the source: *; ? = inconclusive; . = not tested or not shown; [ ] = dose if it differs, or a comment. Unless noted, calls come from the whole dose curve; as a rule, active = well fitted curve in the direction sought with a large enough effect; inconclusive = small, poorly fitted or top-dose-only effect, or another doubt; inactive = no such curve, though single readings can be large; an effect the other way counts as inactive or inconclusive.

Screens in order: MBNL1 CUG block, Menin MLL FP TR, TSG101-PTAP inh, A-T KAP1 phos, Integrin act MD, Mito fusion act, ASM inhibitor, TCR act, TSHR antag, MLL CXXC-DNA inh
CC(C)C(c1nnnn1Cc1ccc(F)cc1)N1CCN(C(=O)c2ccco2)CC1 (configuration not stated)
    0%, -18%, -1%, 3%, 10%, 2%, 1%, -57%, -15, 7%
Cc1c(NC(=O)C2(C)CCCCC2)c(=O)n(-c2ccccc2)n1C
    -1%, 3%, -7%, 6%, 15%, 2%, 2%, 4%, -5, 2%
Fc1ccc(-n2c(-c3ccc4ccccc4n3)n[nH]c2=S)cc1Cl
    2%, 18%, 2%, 1%, 0%, -7%, 0%, 5%, -8, 7%
C=CCNC(=O)C1CCN(c2cnccn2)CC1
    -1%, 2%, -9%, 1%, 22%, -7%, 7%, -5%, 15, 21%
CCOC(=O)c1sc(NC(=O)COC(=O)CNC(=O)c2ccco2)c(C(=O)OCC)c1C
    ?, 4%, -6%, 3%, -19%, 25%, -22%, -5%[46.1 µM], -12, 22%
COc1ccc(S(=O)(=O)N2CCC(C(=O)NC3CC3)CC2)cc1OC
    2%, 5%, -4%, -1%, 21%, -1%, -5%, -1%, -3, 4%
CC(=O)c1ccc(OCC(=O)N2CCN(S(=O)(=O)c3ccc(Br)s3)CC2)cc1
    ., ., -5%, 2%, 0%, 5%, ., 4%, -8, .
O=C(OCc1cc([N+](=O)[O-])cc2c1OCOC2)c1cccnc1SC(F)F
    ., ., 1%, 4%, 13%, 5%, -4%, 4%, -16, .
O=C(Cc1cccs1)N1CCN(c2ccc([N+](=O)[O-])cc2)CC1
    ?, ?, -1%, 2%, -32%, -3%, -4%, 5%, 13, 6%
Cc1ccccc1NC(=O)c1cccc(C(=O)Nc2ccccc2C)c1
    ., ., 0%, ., -3%, ., 2%, 3%, ., .
COc1cc(NC(=O)COC(=O)c2ccc3ccccc3n2)cc(OC)c1
    ., ., -1%, -4%, -2%, -5%, -4%, -2%, -4, .
CC(=O)c1cccc(S(=O)(=O)N2CCC(n3nnc4cc(F)ccc43)CC2)c1
    ?, 11%, -7%, -7%, 0%, 2%, -1%, -1%, 5, 1%
COC(=O)c1cc(C(=O)OCC(=O)NC2CCCC2)cc([N+](=O)[O-])c1
    ?, 1%, -4%, 0%, -10%, 2%, -2%, -4%, -6, 0%
Clc1ccc(OCCN2CCOCC2)cc1
    -3%, 4%, -5%, -5%, -4%, 2%, 8%, -1%, 7, 13%
Cc1nn(-c2ccccc2)c(C)c1/C=N/NC(=O)c1cc(-c2cccs2)[nH]n1
    -10%, 27%, -4%, -2%, -29%, 6%, -29%, -3%[46.1 µM], -9, -6%
O=C(COC(=O)c1ccco1)Nc1cc(S(=O)(=O)N2CCOCC2)ccc1Cl
    ., ., 3%, 31%, -5%, ., 8%, -3%, -4, .
COc1cccc(S(=O)(=O)Nc2cccnc2)c1
    -3%, -1%, -3%, -1%, -9%, -5%, 0%, -1%, -4, 9%
O=C(Cn1nnc(-c2ccccc2)n1)OCc1ccccc1
    10%, ., -9%, 2%, 11%, 2%, -6%, 2%, -2, -2%
CCOc1ccc(C(=O)NN2C(=O)C3C4C=CC(O4)C3C2=O)cc1 (configuration not stated)
    -16%, -1%, -6%, 9%, -10%, 2%, 1%, 0%, 0, 1%
Cn1cc([N+](=O)[O-])c(C(=O)Nc2ccc(-c3nc4ccccc4[nH]3)cc2)n1
    ., 20%, 1%, -6%, 1%, 0%, -1%, 0%[46.1 µM], -3, 11%
COc1ccc(N2CCc3c(C)nc4c(OC)cc(OC)cc4c32)cc1
    ?, -16%, 0%, 0%, -55%[inhibitor], 3%, 36%, 3%, -4, ?
CCC(C)Sc1ccc([C@@H]2[C@@H]3C(=O)N(CC)C(=O)[C@@H]3[C@]3(C(=O)OC)CCCCN23)cc1OC (some centres not stated)
    ., ., -1%, 6%, -11%, ., -6%, 3%, 0, .
COc1ccc(C2CC(c3ccc(Br)cc3)=NN2C(=O)CCC(=O)O)cc1OC (configuration not stated)
    2%, 5%, -4%, -6%, 5%, 3%, -1%, 1%, -13, 5%
COc1cc(CNC2CCC(C)C2)cc(OC)c1 (configuration not stated)
    -3%, 2%, 1%, -3%, 8%[7.66 µM], 3%, 2%, ., -1, 6%
O=C(NCCCNC(=O)NC1CCCCC1)NC1CCCCC1
    ., ., -7%, ., 12%, ., 1%, 3%, ., .
O=C(Nc1cccc(NC(=O)c2ccccc2)n1)c1ccccc1
    -6%, ?, -4%, 0%, -21%, 8%, -12%, ., 2, 0%
Cc1ccccc1C(=O)Nc1ccccc1Sc1ccccc1
    5%, 0%, 1%, 14%, 7%, 20%, -8%, 1%[46.1 µM], 15, -6%
Cc1cccc(NC(=O)CCOc2ccccc2)c1
    -11%, 7%, 0%, ., 1%, 1%, -1%, 2%, 8, -1%
COc1ccc(NC(=O)CCCNC(=O)Cn2cnc3sc(C)c(C)c3c2=O)c(OC)c1
    -4%, ?, -1%, 0%, -77%[inhibitor], -6%, 0%, 7%, 6, -8%
O=C(NCCCn1ccnc1)c1ccc(N2CCCCCC2)c([N+](=O)[O-])c1
    ., -7%, 1%, 0%, -54%[inhibitor], 11%, -12%, 4%, 10, 6%
Cc1ccc(-c2nc(P(=O)(c3ccccc3)c3ccccc3)c(N3CCOCC3)o2)cc1
    24%, -6%, -7%, 2%, -4%, 20%, 4%, -29%[46.1 µM], 10, -12%
CC(Sc1nnc2ccccn12)C(=O)Nc1ccc(Cl)cn1 (configuration not stated)
    -12%, 12%, -10%, 1%, -4%, 0%, 2%, ., 8, 5%
CN(C)CCN(Cc1cc2cc3c(cc2[nH]c1=O)OCCO3)C(=S)NCC1CCCO1 (configuration not stated)
    6%, 6%, -2%, -4%, 4%, -6%, 54%[activator], -1%, 24, 12%
O=C(Nc1nccs1)c1cc(-c2ccccn2)nc2c(Cl)cccc12
    51%[activator], ?, -3%, 4%, -41%, 0%, ., -27%, 2, -3%
CC(C)(C)OC(=O)N1CCCN(C(=O)Nc2ccc(OC(F)(F)F)cc2)CC1
    -13%, -18%, -6%, 16%, -11%, -19%, -1%, -1%, 10, 24%
COc1ccc(C(=O)C2CCCN(Cc3cccn3-c3nccs3)C2)cc1F (configuration not stated)
    -13%, -15%, 2%, 0%, -52%[inhibitor], -1%, 1%, 3%, 4, -9%
C#CCOCCOCCOCCNc1nc(N2CCN(C(=O)C([C@@H](C)O)n3cc([C@@H](N)CCCCN)nn3)CC2)nc(N2CCN(C(=O)[C@H](CCCCN)n3cc([C@@H](N)[C@H](C)CC)nn3)CC2)n1 (some centres not stated)
    ., ., 0%, 20%, 9%, ., 1%, -6%, 16, .
O=C(O)COc1ccc(/C=N/NC(=O)c2ccc(-c3csc(Nc4ccc(Cl)cc4)n3)cc2)cc1
    -10%, ., -6%, -7%, -10%, 11%, 82%, 4%, 5, -25%
COc1ccc([N+](=O)[O-])cc1NC(=O)CCN1CCOCC1
    ?, 6%, -6%, 0%, -21%, -5%, -1%, 1%, 8, ?
COc1ccc(Cl)cc1NC(=O)COC(=O)/C=C/c1c(C)nn(C2CCS(=O)(=O)C2)c1Cl (configuration not stated)
    -4%, 20%, 1%, 4%, 15%, -2%, 2%, 2%, -30, -28%
CC(C)(C)N1NC2(CCCCC2)NC1=S
    -2%, ?, 0%, 1%, -3%, 3%, 6%, -4%, 16, -3%
O=C1NC(=O)C(=Cc2ccccc2)N1
    ., ., -5%, ., 7%, ., 0%, 6%, ., .
COc1cccc(NC(=O)C2CCCN2C(=O)NC2CCCCC2)c1 (configuration not stated)
    -3%, ., 0%, -3%, 35%, 2%, -2%, 5%, -4, 2%
CCOC(=O)CNC(=O)N1CCCC(C(=O)c2cc(C)c(OC)c(C)c2)C1 (configuration not stated)
    -3%, -8%, -6%, 6%, 11%, -10%, 5%, -4%, -24, -17%
C=CCC[C@H](Cc1ccc(F)cc1)C(=O)OC[C@@H](Cc1c[nH]c2ccccc12)NC(=O)[C@H](CC=C)CC(=O)NCCO
    ., ., 0%, 1%, -12%, ., 1%, -7%, -5, .
CCOC(=O)c1c(C)n(-c2ccc(C)cc2)c2c(CC(C)=O)c(Br)c(OC)c(O)c12
    1%, -8%, 3%, -2%, -10%, -1%, -3%, 6%, -9, 15%

Only part of the results is shown; rates above refer to the full screens.
